# IL2 activator: activators of IL-2; actives 0.065% (n = 360,000); activation, % (series mostly up to about 46 µM); AID 652025; IL-2 activation reporter assay, cell-based qHTS; stimulated with anti-CD3/CD4/CD28 beads; in transgenic mouse T cells; in the data active = activation above about 50%; inconclusive = mostly about 30% to 49%; note: 0% is about no effect
#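 Unstimulated transgenic mouse T cells preincubated 60 min with compound, then stimulated with anti-CD3/anti-CD4-coated beads plus anti-CD28 for 18 h at 37 degrees C. IL-2 response read as EGFP and DsRed fluorescence by plate cytometry.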
# A549 tox: kills or reduces viability of A549 cells in Nrf2 counter-screen; actives 0.16% (n = 390,000); A549 ARE-Fluc cells, CellTiter-Fluor viability, 18-24 h; Potency, µM (top dose mostly 46 µM), without a hit: top-dose activity change, negative = cytotoxicity, most hits filed as inhibitors; note: potency is the fitted concentration of half-maximal effect; % is set by controls: 0 for no effect and ±100 for the full control effect
#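 A549 ARE_Fluc cells in 5% FBS OPTI-MEM were exposed to compounds in concentration-response for 18-24 h at 37 deg C. Viability was read by CellTiter-Fluor fluorescence (Ex 405/Em 525) after 30 min, before the luciferase read.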
# S2 tox: reduces viability in counter-screen for ATXN expression inhibitors. S2 cells (HEK-293 line with an ATXN2-luciferase reporter) viability, CellTiter-Fluor protease fluorescence, 24 h. Potency, µM (top dose mostly 56.7 µM), usual class: cytotoxic. actives 0.49% (n = 400,000). AID 651635; note: potency is the fitted concentration of half-maximal effect; nearly all actives have a fitted effect of over 40% in size
# HepG2 viability: kills HepG2 cells in TGF-b inhibitor counter-screen | HepG2 CAGA-GFP viability, ATP luminescence, 18 h | Potency, µM (top dose mostly 46.1 µM), without a hit: top-dose activity change, negative = cytotoxicity, actives largely listed as cytotoxic | actives 0.76% (n = 410,000) | AID 588856; note: potency is the fitted concentration of half-maximal effect; some results filed as inactive show a strong effect at the top dose
#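 CellTiter-Glo luminescence gave cytotoxicity after 18 hours at 37 degrees C. The cells were HepG2 CAGA-GFP in 1% FBS DMEM, stimulated with 500 pg/mL TGF-beta after compound addition. %Activity was normalised to no-cell wells (complete cell-killing) and DMSO (no toxicity), and curves were fitted and classified.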
# Nrf2 block: blocks Nrf2 signaling; A549 ARE-Fluc reporter, luciferase luminescence, 18-24 h; actives 2.1% (n = 360,000); Potency, µM (highest dose often 46 µM), without a hit: at the top dose activity change, negative = inhibition, usual class: inhibitors; note: potency is the fitted concentration of half-maximal effect; % is set by controls: 0 for no effect and ±100 for the full control effect; nearly all actives have a fitted effect of over 60% in size
#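 Nrf2 activity is the BugLite luminescence, read 15 min after reagent at room temperature, following CellTiter-Fluor cytotoxicity readout (30 min, 37C). Compound titrations were applied for 18-24 h to 5000 A549 ARE_Fluc cells/well in 5% FBS OPTI-MEM.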
# Nrf2 activator: Nrf2 pathway activation. actives 0.31% (n = 410,000). Potency, µM (doses to about 46.1 µM), for the others: at the top dose activation, most hits filed as activators. AREc32 ARE-luciferase reporter (MCF7-derived line), luminescence, 24 h. AID 624171; note: potency is the fitted concentration of half-maximal effect; % of control where 0% means no effect; nearly all actives have a fitted effect of over 65% in size
#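 AREc32 cells carrying an ARE-driven firefly luciferase reporter were seeded at 1000 cells/well in OPTI-MEM with 5% FBS, then exposed to compound for 24 hr at 37 deg C. Luminescence was read with Steady-Glo after 30 min at RT.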
# ATXN2 expr inh: reduces ATXN2 reporter expression in HEK-293 cells. HEK-293 ATXN2-luciferase reporter, luminescence, 24 h. Potency, µM (series often up to 57 µM), for the others: top-dose activity change, negative = inhibition, usual class: inhibitors. actives 0.72% (n = 360,000). AID 1745845; note: potency is the fitted concentration of half-maximal effect; % is set by controls: 0 for no effect and ±100 for the full control effect; nearly all actives have a fitted effect of over 55% in size
#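 qHTS (up to 57 uM final) was run with 24 h compound exposure of reporter cells at 37 °C. Each well was multiplexed: SteadyGlo luminescence measured ATXN2-luciferase expression after a fluorogenic Gly-Phe-AFC viability readout (25 uM final).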
# TGFb inhibitor: blocks TGF-b signaling; HepG2 CAGA-GFP TGF-b/SMAD3 reporter, GFP fluorescence, 18 h; TGF-beta stimulated, 500 pg/mL final; Potency, µM (highest dose often 46.1 µM), inactives show top-dose activity, negative = inhibition, most hits filed as inhibitors; actives 1.2% (n = 410,000); note: potency is the fitted concentration of half-maximal effect; % is set by controls: 0 for no effect and ±100 for the full control effect; nearly all actives have a fitted effect of over 65% in size
#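 TGF-beta reporter screen: HEPG2 CAGA-GFP, 1% FBS, 500 pg/mL TGF-beta final, 18 h; per-cell GFP summed per well; curves fitted and categorized by class.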
# EPAC2 agonist: activates human EPAC2 exchange factor. Q8WZA2. EPAC2 activation, biochemical qHTS; response scale: 100% = 6.5 mM cAMP response. Potency, µM (highest dose often 154 µM), for the others: top-dose activation, hits mostly activators. actives 0.079% (n = 360,000); note: potency is the fitted concentration of half-maximal effect; nearly all actives have a fitted effect of over 50% in size
# Target sequence (Q8WZA2 whole entry, looked up): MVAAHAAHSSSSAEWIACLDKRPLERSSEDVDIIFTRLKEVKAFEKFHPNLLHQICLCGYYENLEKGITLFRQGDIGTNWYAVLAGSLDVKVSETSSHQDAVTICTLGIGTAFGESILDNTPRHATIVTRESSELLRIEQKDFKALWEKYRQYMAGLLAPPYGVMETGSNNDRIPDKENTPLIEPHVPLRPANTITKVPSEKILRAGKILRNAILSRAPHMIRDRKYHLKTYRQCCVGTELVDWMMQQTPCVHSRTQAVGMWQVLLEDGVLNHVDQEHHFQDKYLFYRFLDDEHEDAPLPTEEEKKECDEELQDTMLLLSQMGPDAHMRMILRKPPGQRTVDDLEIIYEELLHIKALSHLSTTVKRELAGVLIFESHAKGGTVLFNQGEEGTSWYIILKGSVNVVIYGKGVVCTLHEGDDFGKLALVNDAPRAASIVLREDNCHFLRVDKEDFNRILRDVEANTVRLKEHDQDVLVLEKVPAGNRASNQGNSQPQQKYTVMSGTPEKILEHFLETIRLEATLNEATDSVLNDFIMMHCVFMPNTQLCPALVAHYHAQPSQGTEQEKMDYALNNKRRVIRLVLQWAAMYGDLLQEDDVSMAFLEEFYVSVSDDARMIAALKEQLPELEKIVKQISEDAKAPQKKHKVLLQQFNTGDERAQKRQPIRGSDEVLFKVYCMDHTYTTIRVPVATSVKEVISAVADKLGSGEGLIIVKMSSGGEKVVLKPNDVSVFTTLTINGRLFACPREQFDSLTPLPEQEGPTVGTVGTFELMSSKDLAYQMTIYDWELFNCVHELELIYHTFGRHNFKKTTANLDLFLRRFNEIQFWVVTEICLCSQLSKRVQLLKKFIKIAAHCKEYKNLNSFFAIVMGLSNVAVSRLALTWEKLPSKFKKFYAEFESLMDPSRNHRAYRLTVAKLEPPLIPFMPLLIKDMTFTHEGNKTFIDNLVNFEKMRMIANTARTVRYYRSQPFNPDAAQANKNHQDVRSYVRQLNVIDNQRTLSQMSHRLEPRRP
#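 Nucleotide exchange monitored as fluorescence drop when BODIPY-GDP leaves Rap1B. Reaction: 100 nM EPAC2, 250 nM RAP1B-BODIPY-GDP, 50 uM GDP, room temperature, kinetic read over 30 min. Activity expressed relative to 6.5 mM cAMP.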
# Starred values were filed as active, the others as inactive; i = inactive; ? = inconclusive; . = no result given; [ ] = dose if it differs, or a comment. Unless noted, calls come from the whole dose curve; as a rule, active = well fitted curve in the direction sought with a large enough effect; inconclusive = small, poorly fitted or top-dose-only effect, or another doubt; inactive = no such curve, though single readings can be large; an effect the other way counts as inactive or inconclusive.
SMILES,IL2 activator,A549 tox,S2 tox,HepG2 viability,Nrf2 block,Nrf2 activator,ATXN2 expr inh,TGFb inhibitor,EPAC2 agonist
O=C(Cn1c(=O)n(CCCS(=O)(=O)C2CCCCC2)c(=O)c2ccccc21)Nc1ccccc1F,.,-1%,.,-12%,-2%,0.1%,.,-5%,.
O=C(Nc1nnc(C(F)(F)F)s1)C1COc2ccccc2O1 (configuration not stated),-2.5,-20%,i,-38%,?,-0.2%,14%,?,-17%
Cn1nc(-c2ccccc2)c(N2CCCCC2)cc1=O,0.5,3%,i,13%,-6%,5.3%,6%,28%,4%
O=C(/C=C/c1ccco1)Oc1ccc(C(=S)N2CCOCC2)cc1,0.9,-5%,?,5%,3%,11%,-32%,-10%,-3%
CC1CCCCC1NC(=O)COC(=O)c1cc(=O)c2ccccc2o1 (configuration not stated),-0.9,-2%,i,0%,11%,-0.9%,-24%,-1%,-10%
CC(C)(C)OC(=O)N1CCC[C@H]1c1nnc(SCc2cccc(Cl)c2)o1,4.1,-15%,i,47%,-8%,-0.7%,-17%,48%[activator],-3%
Cc1cc(C)c(NC(=O)CNC(=O)c2ccc3c(=O)n4c(nc3c2)CCC4)c(C)c1,0.2,8%,i,29%,7%,0.5%,.,35%[activator],2%
O=C(Nc1ccc(Cc2ccncc2)cc1)C1CCC(N2C(=O)C3C4C=CC(C5CC45)C3C2=O)CC1 (configuration not stated),-4.2,?,?,-25%,18µM*,-0.1%,-23%,?,12%
O=C(C1CCC(CNS(=O)(=O)c2ccc(Br)s2)CC1)N1CCN(c2ccccc2Cl)CC1 (configuration not stated),.,1%,i,-11%,-22%,-0.3%,-7%,-23%,.
N/C(CC(=O)Nc1ccc(F)c(Cl)c1)=N\OC(=O)c1cccs1,-1.5,0%,i,-9%,-10%,17%,-15%,12%,4%
CCOC(=O)c1c(C)nc2c(C)cccn12,1.0,-6%,i,-8%,-19%,0.0%,-6%,19%,-4%
CC1CCC/C(=N\NC(=S)NCc2ccccc2)C1 (configuration not stated),0.6,-2%,i,-1%,-7%,0.2%,0%,3%,9%
COc1ccc(NC(=O)COC(=O)/C=C/c2cnc3ccccc3n2)cc1,4.0,0%,i,5%,?,8.6%,-18%[11.3 µM],-13%,7%
CC1CCN(C(=O)C2CCC(CNc3c(N4CCCCC4)c(=O)c3=O)CC2)CC1 (configuration not stated),0.2,12%,i,31%,5%,-1.2%,.,-12%,9%
O=C(Cn1c(=O)n(-c2cccc(Cl)c2)c(=O)n1CC(=O)N1CCCCC1)N1CCCCC1,-5.7,2%,i,1%,.,-0.5%,-9%,?,1%
CC(C)(C)c1ccc(-n2ncc3c2CCCC3NC(=O)C2=NNC(=O)CC2)cc1 (configuration not stated),-3.7,-19%,i,-23%,8.2µM*,0.8%,3%,-25%,-4%
COC(=O)C/C(C)=N/Nc1ccc(S(=O)(=O)N2CCCC2)cc1[N+](=O)[O-],-3.7,0%,i,-6%,-28%,0.2%,.,-5%,7%
Cc1ccc(S(=O)(=O)N(CC(O)CN2C(=O)NC(C)(C)C2=O)c2cccc(C)c2)cc1 (configuration not stated),-1.3,0%,i,-4%,3%,0.1%,3%,-10%,10%
COc1ccc(O)c(C(=O)c2cc(C#N)c(=O)n(-c3ccc(Cl)cc3)c2)c1,5.6,-3%,i,-11%,18%,0.9%,.,19%,10%
O=C(Nc1ccc2c(c1)OCO2)c1cnccn1,-0.1,-14%,i,-9%,?,0.7%,21%,1%,1%

# Gathered by group, the compounds so far with a tert-butyl group (two)
SMILES,IL2 activator,A549 tox,S2 tox,HepG2 viability,Nrf2 block,Nrf2 activator,ATXN2 expr inh,TGFb inhibitor,EPAC2 agonist
CC(C)(C)OC(=O)N1CCC[C@H]1c1nnc(SCc2cccc(Cl)c2)o1,4.1,-15%,i,47%,-8%,-0.7%,-17%,48%[activator],-3%
CC(C)(C)c1ccc(-n2ncc3c2CCCC3NC(=O)C2=NNC(=O)CC2)cc1 (configuration not stated),-3.7,-19%,i,-23%,8.2µM*,0.8%,3%,-25%,-4%

# (more compounds)
SMILES,IL2 activator,A549 tox,S2 tox,HepG2 viability,Nrf2 block,Nrf2 activator,ATXN2 expr inh,TGFb inhibitor,EPAC2 agonist
COc1ccc(N(C(=O)c2cccc(C)c2)S(=O)(=O)c2ccc(C)cc2)cc1,.,7%,i,-1%,-5%,0.3%,-21%,-23%,.
OC(CNCc1ccc(Cl)cc1)C(F)(F)F (configuration not stated),0.2,3%,i,-1%,2%,-1.0%,.,0%,6%
CCNC(=O)c1c(NC(C)=O)sc2c1CCCC2,-0.7,-8%,i,13%,9%,3.0%,6%,7%,6%
CCS(=O)(=O)Nc1cccc(C(=O)O)c1,-1.6,4%,i,-42%,6%,0.0%,8%,2%,8%
CCCOc1ccc(C(=O)NC(C)C(=O)O)cc1 (configuration not stated),2.8,11%,i,-2%,-1%,0.3%,13%,20%,8%
CCS(=O)(=O)c1ccc(O)c(NC(=O)Nc2ccccc2OC)c1,-0.1,-4%,i,-6%,14%,0.0%,11%,5%,5%
COC(=O)[C@]1(C)N[C@H](CN(C)C(=O)Nc2ccc(C(F)(F)F)cc2)[C@@H]2C(=O)N(C)C(=O)[C@@H]21,0.2,4%,i,7%,4%,0.3%,2%,30%[activator],-1%
Cc1cc(-c2ccccc2)nc(N2CCC(C(=O)NC(C)C)CC2)n1,-0.9,2%,i,-12%,?,-0.3%,33%[activator],-7%,10%
NC(=O)Cn1cc(/C=N\NS(=O)(=O)c2ccc(Cl)cc2)c2ccccc21,5.3,0%,i,-1%,-18%,0.0%,3%,0%,4%
O=S(=O)(c1ccc(F)cc1)N1CN(Cc2ccco2)c2nc3ccccc3nc21,1.2,-10%,i,-36%,1%,13%,-3%,-5%,22%
COc1cc(/C=N/Nc2nc(C)cc(C)n2)ccc1OC(=O)c1ccco1,-3.2,-1%,?,-1%,15%,2.8%,4%,5%,0%
O=C(COc1ccc(Br)cc1F)N1CCN(c2ncccn2)CC1,0.7,1%,i,5%,-1%,6.5%,4%,-2%,3%
Cc1ccccc1CN(C)C[C@@H]1OCc2cnnn2CCCC(=O)N([C@H](C)CO)C[C@H]1C,3.0,.,i,1%,.,-0.5%,-2%,-1%,1%
O=C(O)c1cc(N/N=C/C=C/c2ccccc2)ccc1Cl,-0.1,3%,.,-3%,?,-0.6%,45%[activator],-15%,8%
CCc1cccc(C)c1NC(=O)C1=C(C(=O)O)CCCC1,-2.2,-8%,i,-1%,.,0.3%,2%,0%,-2%
CC1CCN(S(=O)(=O)c2ccc3c(c2)c(=O)c(C(=O)NCc2ccco2)cn3C)CC1,-0.1,-8%,i,-55%,?,8.5%,-15%,-2%,-13%
O=C(Nc1ccc(F)c(F)c1)c1cc(S(=O)(=O)NC2CCCCCC2)ccc1F,.,-1%,.,-97%,.,-0.7%,.,?,.
COc1ccccc1NC(=S)Nc1cccc2cnccc12,-1.1,-3%,i,-28%,?,7.6%,-15%,-25%,-1%
CSc1ccccc1NC(=O)CSc1nnnn1-c1ccccc1SC,1.4,2%,i,-19%,6%,-0.1%,82%[activator],-7%,7%
Cc1ccccc1OCCC(=O)Nc1ccc2c(C)cc(=O)oc2c1,-2.6,7%,i,11%,1%,-0.3%,2%,5%,14%
O=C(OCc1c(F)cccc1Cl)c1cnc2ccccc2n1,-2.3,7%,i,0%,2%,-0.6%,18%,-3%,6%
O=C(Nc1ccccc1C(=O)NCc1ccco1)c1ccco1,-3.5,-13%,i,-5%,12%,?,0%,-1%,6%
O=C(COC(=O)c1ncc(Cl)c(Cl)c1Cl)NC1CCS(=O)(=O)C1 (configuration not stated),0.0,10%,i,-7%,2%,5.7%,4%,0%,4%
O=C(Nc1cccc2ccccc12)/C(=C\c1cccc([N+](=O)[O-])c1)NC(=O)c1cccs1,-0.1,-3%,i,-44%,-4%,-0.2%,5%,-11%,-8%
COc1ccc(S(=O)(=O)NC(CC(C)C)C(=O)NC(C)c2cccs2)cc1 (configuration not stated),1.9,1%,i,-3%,1%,-0.8%,6%,2%,3%
O=C(Nc1ccc(C(=O)O)cc1)/C(=C\c1ccc2c(c1)OCO2)NC(=O)c1ccccc1,0.7,11%,i,-8%,1%,-0.1%,4%,-3%,4%
O=C1CCc2cc(S(=O)(=O)Nc3ccccc3)ccc2N1,0.9,-7%,i,-9%,-2%,2.6%,13%,-2%,4%
O=C(CSc1nccn(-c2ccc(Br)cc2)c1=O)Nc1ccccc1F,-4.9,4%,i,3%,19%,-0.2%,-9%,12%,4%
CCOC(=O)/C(C(=O)Nc1ccccc1Cl)=C1/NC(C)(C)Cc2ccccc21,-2.8,-3%,i,4%,9%,-0.9%,5%,-9%,7%
Cc1ccc2nc3c(cc2c1)c(NC(=O)c1cccnc1)nn3C,-0.5,1%,i,3%,?,3.3%,4%,2%,-15%
COc1ccccc1CC(=O)Nc1ccc(S(=O)(=O)N2CCOCC2)cc1,-0.5,24%,i,1%,-5%,2.4%,-9%,21%,5%
Cc1c(/C=C/C(=O)c2ccc(Cl)s2)cnn1C,-2.2,-6%,i,-25%,3%,7.0%,38%,-9%,-12%
O=C(O)c1ccc(Cl)cc1Nc1nc2cc(Cl)ccc2o1,0.4,1%,i,3%,?,15%,7%,?,4%

# Assay outcomes deposited in PubChem BioAssay by National Center for Advancing Translational Sciences (NCATS).
